Screening results (PubChem BioAssay)
TrxR1 substrate – rat thioredoxin reductase 1 substrate activity | 390,000 tested, 0.01% active | purified TrxR1 substrate turnover, NADPH consumption readout | Potency, µM (series often up to 114 µM), for the others: at the top dose activity change, negative = substrate turnover; also: % is scaled to controls: 0 for no effect and ±100 for the full control effect; nearly all actives have a fitted effect of over 50% in size
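Rat TrxR1, dispensed at 90 nM, was prereduced with 400 uM NADPH (final) for 5 min at ~22 deg C, then incubated with compound 15 min before 400 uM selenite. A first-read NADPH fluorescence drop versus no-compound background flagged substrates.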
ALOX12 inh – ALOX12 (human) lipoxygenase inhibition; P18054; purified 12hLO, xylenol orange hydroperoxide absorbance; Potency, µM (doses to about 108 µM), for the others: top-dose activity change, negative = inhibition, hits mostly inhibitors; 580,000 tested, 1.1% active; also: % is scaled to controls: 0 for no effect and ±100 for the full control effect
Target sequence (P18054 whole entry, looked up): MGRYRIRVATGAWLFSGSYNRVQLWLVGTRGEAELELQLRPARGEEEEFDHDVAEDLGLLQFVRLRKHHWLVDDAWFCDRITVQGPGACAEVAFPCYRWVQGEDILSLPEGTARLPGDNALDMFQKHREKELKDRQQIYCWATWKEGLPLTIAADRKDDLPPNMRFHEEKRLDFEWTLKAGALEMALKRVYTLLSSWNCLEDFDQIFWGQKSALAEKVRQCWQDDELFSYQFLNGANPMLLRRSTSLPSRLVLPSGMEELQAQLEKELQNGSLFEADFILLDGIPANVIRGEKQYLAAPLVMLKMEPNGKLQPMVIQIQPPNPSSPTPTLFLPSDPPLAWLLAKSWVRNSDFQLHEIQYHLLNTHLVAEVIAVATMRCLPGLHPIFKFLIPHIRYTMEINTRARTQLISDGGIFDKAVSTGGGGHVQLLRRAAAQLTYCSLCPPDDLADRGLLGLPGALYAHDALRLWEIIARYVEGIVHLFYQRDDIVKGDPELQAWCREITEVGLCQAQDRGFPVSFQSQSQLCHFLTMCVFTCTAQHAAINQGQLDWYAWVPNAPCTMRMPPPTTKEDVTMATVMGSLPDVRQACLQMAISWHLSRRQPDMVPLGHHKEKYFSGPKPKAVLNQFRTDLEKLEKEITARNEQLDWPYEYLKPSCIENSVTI
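Purified human 12hLO at 150 nM in 25 mM Hepes, 0.01% Triton X-100, pH 7.0, preincubated 15 min at room temperature with compound. Reaction started with 40 uM arachidonic acid, 30 min at room temperature. Hydroperoxide measured by Fe-xylenol orange, 573/405 nm absorbance ratio.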
USP1 inh – blocks the human USP1/UAF1 deubiquitinase complex. O94782. recombinant USP1/UAF1, Ub-Rhodamine cleavage fluorescence. Potency, µM (doses to about 57.1 µM), inactives show at the top dose activity change, negative = inhibition, usual class: inhibitors. 390,000 tested, 0.23% active. AID 743255; also: % is scaled to controls: 0 for no effect and ±100 for the full control effect; nearly all actives have a fitted effect of over 60% in size; inactives centre near -12
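USP1/UAF1 complex (1 nM) preincubated 15 min at room temperature with compound, then Ub-Rho substrate (150 nM final) added. Kinetic fluorescence at 480/540 nm over 6 reads at 60 s intervals; 50 mM HEPES pH 7.8, 0.5 mM EDTA, 0.1 mg/ml BSA, 1 mM TCEP, 0.01% Tween-20.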
RXFP1 ag – RXFP1 (human) receptor agonism. Q9HBX9. HEK293T-RXFP1 cAMP TR-FRET, 30 min; response scale: percent of porcine relaxin response, buffer zero. Potency, µM (doses to about 57.5 µM), inactives show at the highest dose activation, usual class: activators. 370,000 tested, 0.3% active. AID 2676; also: % is scaled to controls: 0 for no effect and ±100 for the full control effect; nearly all actives have a fitted effect of over 60% in size; many of its hits are not listed in these tables
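cAMP rise read by TR-FRET after 30 min, 37C compound exposure (up to 58 uM) in RXFP1-transfected HEK293 cells with Ro 20174 present. EC50 from Hill-equation fits, with 29 nM porcine relaxin as 100% and buffer as basal.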
Vif-APOBEC3G blk – Vif-A3G binding inhibition | Q9HC16 | HeLa A3G-eYFP + Vif (tagged APOBEC3G with the HIV-1 protein that degrades it), YFP fluorescence, overnight | Potency, µM (highest dose often 46.1 µM), for the others: top-dose activity, negative = active, hits mostly inhibitors | 410,000 tested, 0.076% active | AID 602310;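 also: % is scaled to controls: 0 for no effect and ±100 for the full control effect; nearly all actives have a fitted effect of over 60% in size; hits raise eYFP signal because A3G escapes Vif-driven loss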
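HeLa cells stably expressing Vif and C-terminally eYFP-tagged A3G, seeded overnight at 37 deg C, then exposed to compound by pintool overnight at 37 deg C. Rise in yellow fluorescence (Ex 488/Em 500-530, Acumen) marks blocked Vif-driven A3G degradation.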
RGS4 inhibitor – inhibitors of human regulator of G protein signaling 4; P49798; Transcreener GDP fluorescence polarization, RGS4-accelerated GTP hydrolysis; Potency, µM (titrated, usually from 114 µM), inactives show top-dose activity change, negative = inhibition, most hits filed as inhibitors; 390,000 tested, 0.039% active; AID 504845; also: % is scaled to controls: 0 for no effect and ±100 for the full control effect; nearly all actives have a fitted effect of over 75% in size; some results filed as inactive show a strong effect at the top dose
Target sequence (P49798 whole entry, looked up): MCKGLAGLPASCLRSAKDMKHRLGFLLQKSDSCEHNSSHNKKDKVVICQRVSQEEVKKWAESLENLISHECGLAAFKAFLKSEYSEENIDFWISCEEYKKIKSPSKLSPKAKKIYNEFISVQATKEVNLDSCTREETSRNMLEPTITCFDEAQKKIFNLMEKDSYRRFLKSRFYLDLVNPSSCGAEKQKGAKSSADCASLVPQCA
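MLSMR compounds (23 nl, pin-transferred) preincubated 10 min at room temperature with a 500nM (2x) first reagent, then RGS4 at 900nM (2x) plus Transcreener GDP mix added; fluorescence polarization (620/688 nm) read before and after 90 min at 30 °C.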
Vif-A3F inh – inhibitors of Vif-A3F interaction. HeLa A3F-eYFP + Vif (tagged APOBEC3F with the HIV-1 protein that degrades it), YFP fluorescence increase. 390,000 tested, 0.2% active. AID 602313. Potency, µM (top dose mostly 46.1 µM), inactives show at the top dose activity, negative = active; also: % of control where 0% means no effect; nearly all actives have a fitted effect of over 65% in size
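HeLa cells stably expressing A3F-eYFP plus Vif, plated and incubated overnight at 37 deg C, then exposed to compounds overnight at 37 deg C. Blocked degradation read as raised yellow fluorescence (Ex 488/Em 500-530).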
rTrxR1 inhibitor – blocks rat thioredoxin reductase 1 | 390,000 tested, 1% active | recombinant rTrxR1, NADPH fluorescence consumption, selenite substrate | Potency, µM (titrated, usually from 114 µM), inactives show top-dose activity change, negative = inhibition, hits mostly inhibitors | AID 588453; also: % is scaled to controls: 0 for no effect and ±100 for the full control effect; nearly all actives have a fitted effect of over 65% in size
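Rat TrxR1 (90 nM in the dispensed reagent) was pre-reduced with 400 uM NADPH for 5 min at room temperature, then incubated with compound for 15 min. After 400 uM selenite was added, NADPH fluorescence (Ex 340/Em 450 nm) was followed for 8 min.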
mIDH1 inhibitor – blocks human mutant IDH1 R132H enzyme | O75874 | Potency, µM (highest dose often 76.6 µM), without a hit: at the highest dose activity change, negative = inhibition, hits mostly inhibitors | IDH1-R132H enzyme, NADPH consumption, diaphorase/resazurin fluorescence | 390,000 tested, 0.093% active; also: % is scaled to controls: 0 for no effect and ±100 for the full control effect; nearly all actives have a fitted effect of over 65% in size
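IDH1-R132H (0.5 ug/mL) preincubated 30 min with compound, then NADPH (0.016 mM) and alpha-KG (2 mM) added; 80 min at RT, pH 7.5. Remaining NADPH coupled via diaphorase/resazurin to fluorescence (540/590 nm); concentration-response curves normalized to no-enzyme control.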
* hit, by the source's call; ? = inconclusive; nt = not tested or not shown; [ ] = remark or other dose. Calls follow the shape of the dose curve; as a rule, active = well fitted curve in the direction sought with a large enough effect; inconclusive = small, poorly fitted or top-dose-only effect, or another doubt; inactive = no such curve, though single readings can be large; an effect the other way counts as inactive or inconclusive. Potency is read from the fitted curve at half-maximal effect. The list is partial, so the mix of outcomes need not match the whole.

[1] CN(C)/C=C(\C#N)C(N)=C(C#N)C#N
[2] COC(=O)c1ccc(C)c(-n2c(C)cc(C=O)c2C)c1
[3] O=C(C1=C[C@H](C2CCCCC2)C[C@H](OCc2ccc(CO)cc2)O1)N1CCN(Cc2ccccc2)CC1
[4] Cc1cc2c(=O)oc(-c3ccccc3Br)nc2s1
[5] CN(C(=O)c1cccc(NC(=O)Cc2ccc(NC(=O)C3CCCN(C(=O)c4ccccc4)C3)cc2)c1)C1CCC1 (stereo not drawn)
[6] CCN(Cc1ccccc1)C(=O)CCCOc1ccccc1
[7] Cc1oc(-c2cccc(Cl)c2)nc1CN1CCC(C(=O)NCCCN2CCN(c3ccc(F)cc3)CC2)CC1
[8] Cc1cc(C)n(CCc2nc(-c3ccc(F)cc3)cs2)n1

Assay by compound	1	2	3	4	5	6	7	8
TrxR1 substrate	-5%	-2%	-8%	-22%[57.1 µM]	0%	4%	-8%	4%
RXFP1 ag	7.6%	0.5%	0.2%	-1.1%	nt	0.6%	-3.8%	-5.9%
RGS4 inhibitor	9%	-22%	-1%	-10%	-12%	-20%	21%	-3%
Vif-APOBEC3G blk	-1%	-2%	3%	3%	2%	-6%	3%	-3%
rTrxR1 inhibitor	19%[57.1 µM]	4%	9%	5%[57.1 µM]	6%	12%	6%	32%
Vif-A3F inh	-17%	0%	0%	14%	-1%	-12%	-7%	8%
ALOX12 inh	-2%	-6%	?	69%[activator]	48%[activator]	-4%	?	-3%
USP1 inh	-19%	0%	-17%	-25%	-22%	-10%	6%	-12%
mIDH1 inhibitor	15%	-1%	-10%	-4%	1%[38.3 µM]	-1%	20%	-4%

Continued, starting with the last four of the part before.
[5] CN(C(=O)c1cccc(NC(=O)Cc2ccc(NC(=O)C3CCCN(C(=O)c4ccccc4)C3)cc2)c1)C1CCC1 (stereo not drawn)
[6] CCN(Cc1ccccc1)C(=O)CCCOc1ccccc1
[7] Cc1oc(-c2cccc(Cl)c2)nc1CN1CCC(C(=O)NCCCN2CCN(c3ccc(F)cc3)CC2)CC1
[8] Cc1cc(C)n(CCc2nc(-c3ccc(F)cc3)cs2)n1
[9] COc1ccc(NC(=O)c2cccc(Oc3ccc([N+](=O)[O-])cc3Cl)c2)cc1
[10] Cc1ccc(C2=CC(C)(c3ccc(C)cc3)Nc3nc(C(F)(F)F)nn32)cc1 (stereo not drawn)
[11] O=C(N[C@@H](CO)C(=O)NCc1ccccc1)c1ccc(C(F)(F)F)cc1
[12] Cc1ccccc1CC(=O)OCC(=O)Nc1ccc(C)c(S(=O)(=O)N2CCCCC2)c1
[13] CCOc1cc(N2CCOCC2)c(OCC)cc1NC(=O)COc1cccc(Cl)c1
[14] CC(=O)c1ccc(S(=O)(=O)NC2CCSc3ccccc32)cc1 (stereo not drawn)
[15] COC(=O)C1(S(=O)(=O)c2cccc3nsnc23)CC1
[16] CN1/C(=C/C=C(C#N)C#N)C(C)(C)c2ccccc21

Assay by compound	5	6	7	8	9	10	11	12	13	14	15	16
TrxR1 substrate	0%	4%	-8%	4%	-5%	3%[57.1 µM]	6%	-6%	-13%	-5%	8%[57.1 µM]	8%[57.1 µM]
RXFP1 ag	nt	0.6%	-3.8%	-5.9%	-1.9%	-0.2%	1.6%	0.3%	0.8%	0.3%	-0.1%	9.1%
RGS4 inhibitor	-12%	-20%	21%	-3%	9%	15%	-5%	23%	-14%	-22%	-7%	-2%
Vif-APOBEC3G blk	2%	-6%	3%	-3%	?	-6%	-3%	-1%	1%	-3%	0%	-30%
rTrxR1 inhibitor	6%	12%	6%	32%	18%	0%[57.1 µM]	12%	25%	-7%	9%[57.1 µM]	9%[57.1 µM]	14%[11.4 µM]
Vif-A3F inh	-1%	-12%	-7%	8%	-15%	-2%	0%	-2%	5%	-1%	7%	?
ALOX12 inh	48%[activator]	-4%	?	-3%	-1%	-21%	-4%	68%[activator]	10%	-14%	-4%	6%
USP1 inh	-22%	-10%	6%	-12%	-21%	-18%	-25%	-21%	-22%	-6%	1%	?
mIDH1 inhibitor	1%[38.3 µM]	-1%	20%	-4%	6%	-16%	-4%	-2%	3%	2%	1%	3%

[17] COc1ccc(C(=O)NNC(=O)CN2CCC(n3nnc4cc(C(F)(F)F)ccc43)CC2)cc1
[18] CC(C)(C)NS(=O)(=O)CC12CCC(CC1=O)C2(C)C (stereo not drawn)
[19] COc1ccc(C(=O)Nc2ccc(NC(=O)c3cccc(F)c3)cn2)cc1
[20] NC(=O)c1ncc(C(F)(F)F)cc1Oc1ccc(F)cc1
[21] CCCCCCn1c(CN2CCCC(C)C2)nc2c1c(=O)n(C)c(=O)n2C (stereo not drawn)
[22] COC(=O)c1sccc1NC(=O)c1cccc(Cl)c1
[23] NS(=O)(=O)c1ccc(CNC(=O)c2ccc(S(=O)(=O)C(F)F)cc2)cc1
[24] O=C1NC(=NCc2ccccc2)S/C1=C\c1ccccc1

Assay by compound	17	18	19	20	21	22	23	24
TrxR1 substrate	11%	-5%	15%	8%[57.1 µM]	-4%	9%[57.1 µM]	-5%	-10%
RXFP1 ag	1.2%	2.2%	11%	2.5%	1.0%	nt	5.5%	-0.4%
RGS4 inhibitor	-7%	19%	6%	5%	2%[56.9 µM]	-2%	16%	-8%
Vif-APOBEC3G blk	3%	2%	-2%	-3%	-3%	0%	1%	-9%
rTrxR1 inhibitor	7%	-11%	-2%	0%[57.1 µM]	-5%	2%	5%	-11%
Vif-A3F inh	0%	nt	-6%	3%	1%	-10%	0%	0%
ALOX12 inh	9%[57.4 µM]	-16%	?	-1%	0%	67%[activator]	5%	-2%
USP1 inh	12%	6%	-3%	-5%	2%	-3%	-1%	-9%
mIDH1 inhibitor	-1%	2%	8%	2%	7%	1%	-2%	0%

[25] C[C@@H]1CN([C@H](C)CO)C(=O)CCCn2nncc2CO[C@@H]1CN(C)S(C)(=O)=O
[26] N#Cc1cccc(-n2c(-c3ccccc3)nnc2-c2ccccc2)c1C#N
[27] O=[N+]([O-])c1ccccc1/C=C/CN1CCCCC1CO (stereo not drawn)
[28] CCOC(=O)c1nc(-c2ccc3c(c2)OCO3)[nH]c1C
[29] Brc1cccc(-c2nnc(SCc3ccon3)n2-c2ccccc2)c1
[30] CC(Sc1nnc2c(n1)[nH]c1ccccc12)C(=O)NC1CCCCC1 (stereo not drawn)
[31] CCOc1ccccc1-n1nnnc1SCC(=O)N1CCCC1=O
[32] COc1ccc(C(=O)O)cc1S(=O)(=O)Nc1ccccc1C(=O)NCc1ccc2c(c1)OCO2

Assay by compound	25	26	27	28	29	30	31	32
TrxR1 substrate	nt	-5%	-3%	10%[57.1 µM]	5%[57.1 µM]	1%	4%	9%
RXFP1 ag	nt	2.4%	-0.5%	-0.7%	0.5%	1.8%	nt	2.7%
RGS4 inhibitor	nt	-18%	16%	-10%	6%	0%	1%	18%
Vif-APOBEC3G blk	0%	0%	-7%	?	0%	2%	2%	-3%
rTrxR1 inhibitor	nt	17%	7%	29%[57.1 µM]	9%[57.1 µM]	19%	3%	32%
Vif-A3F inh	-5%	4%	0%	-10%	4%	11%	2%	1%
ALOX12 inh	-5%	4%	-3%	18%	430%[activator]	0%	-26%	-9%
USP1 inh	-26%	-20%	-23%	-9%	-9%	-15%	-10%	-8%
mIDH1 inhibitor	9%	3%	-2%	-5%	9%	-10%	14%	6%

[33] COC(=O)c1ccc(OC)c(CSc2nnc(COc3ccc(OC)cc3)o2)c1
[34] O=C(NCCc1c[nH]c2ccccc12)c1cnc2n(c1=O)CCS2
[35] Cc1ccc(C)c(S(=O)(=O)N2CCCC2CNC(=O)C(=O)NC2CC2)c1 (stereo not drawn)
[36] Cc1occc1-c1nnc(SCC(=O)N(C)c2ccccc2)n1C
[37] CC(=O)COc1nc2c(c(-c3ccco3)c1C#N)CCc1ccccc1-2
[38] CC1CC(C)CN(CCOc2ccc(Br)cc2)C1 (stereo not drawn)
[39] CN(Cc1nc(Cc2cccc(F)c2)no1)CC1CCOCC1
[40] CSc1ncccc1C(=O)N1CCN(S(=O)(=O)c2ccccc2)CC1
[41] O=C(CSc1nnnn1-c1ccccc1)Nc1ncc2c(n1)CC(c1ccco1)CC2=O (stereo not drawn)

Assay by compound	33	34	35	36	37	38	39	40	41
TrxR1 substrate	-2%	6%	-1%	-8%	99%	-6%	-2%[57.1 µM]	9%[0.0914 µM]	-14%
RXFP1 ag	-0.4%	0.5%	-0.5%	-0.1%	1.7%	-3.6%	-0.2%	-2.1%	-1.3%
RGS4 inhibitor	-17%	0%	-4%	4%	-26%	-17%	21%	14%	-11%
Vif-APOBEC3G blk	4%	2%	0%	2%	0%	1%	3%	-6%	-3%
rTrxR1 inhibitor	3%	24%	-3%	-4%	6%[57.1 µM]	-7%	18%[57.1 µM]	16%[57.1 µM]	-12%
Vif-A3F inh	-3%	-2%	0%	-16%	-12%	-12%	-3%	15%	-2%
ALOX12 inh	-6%	23%	-9%	4%	nt	?	2%	10%	12%
USP1 inh	?	-13%	-7%	-10%	-13%	-20%	?	-11%	-3%
mIDH1 inhibitor	5%	12%	4%	-2%	14%	1%	8%	-6%	7%
